# dFosB act = enhances mouse delta FosB homodimer DNA binding | P13346 | purified delta FosB, TAMRA-CDK5 oligo fluorescence polarization; percent of positive-control signal above neutral wells | activation, % at 25 µM | hit rate 0.99% among 340,000 | AID 493131;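 active = mean activation above about 17%, with every replicate also reaching it, limit read from the data, passing the limit was not always enough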;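 note: fluorescence polarization rise as delta FosB binds a TAMRA Cdk5 AP-1 oligo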
# NSD2 inh = NSD2 (human) methyltransferase inhibition; O96028; NSD2 peptide methylation, AlphaScreen, 120 min; inhibition, % at 12.5 µM; hit rate 0.54% among 310,000; AID 743445; in the data active = inhibition above about 50%
# Target sequence (O96028 whole entry, looked up): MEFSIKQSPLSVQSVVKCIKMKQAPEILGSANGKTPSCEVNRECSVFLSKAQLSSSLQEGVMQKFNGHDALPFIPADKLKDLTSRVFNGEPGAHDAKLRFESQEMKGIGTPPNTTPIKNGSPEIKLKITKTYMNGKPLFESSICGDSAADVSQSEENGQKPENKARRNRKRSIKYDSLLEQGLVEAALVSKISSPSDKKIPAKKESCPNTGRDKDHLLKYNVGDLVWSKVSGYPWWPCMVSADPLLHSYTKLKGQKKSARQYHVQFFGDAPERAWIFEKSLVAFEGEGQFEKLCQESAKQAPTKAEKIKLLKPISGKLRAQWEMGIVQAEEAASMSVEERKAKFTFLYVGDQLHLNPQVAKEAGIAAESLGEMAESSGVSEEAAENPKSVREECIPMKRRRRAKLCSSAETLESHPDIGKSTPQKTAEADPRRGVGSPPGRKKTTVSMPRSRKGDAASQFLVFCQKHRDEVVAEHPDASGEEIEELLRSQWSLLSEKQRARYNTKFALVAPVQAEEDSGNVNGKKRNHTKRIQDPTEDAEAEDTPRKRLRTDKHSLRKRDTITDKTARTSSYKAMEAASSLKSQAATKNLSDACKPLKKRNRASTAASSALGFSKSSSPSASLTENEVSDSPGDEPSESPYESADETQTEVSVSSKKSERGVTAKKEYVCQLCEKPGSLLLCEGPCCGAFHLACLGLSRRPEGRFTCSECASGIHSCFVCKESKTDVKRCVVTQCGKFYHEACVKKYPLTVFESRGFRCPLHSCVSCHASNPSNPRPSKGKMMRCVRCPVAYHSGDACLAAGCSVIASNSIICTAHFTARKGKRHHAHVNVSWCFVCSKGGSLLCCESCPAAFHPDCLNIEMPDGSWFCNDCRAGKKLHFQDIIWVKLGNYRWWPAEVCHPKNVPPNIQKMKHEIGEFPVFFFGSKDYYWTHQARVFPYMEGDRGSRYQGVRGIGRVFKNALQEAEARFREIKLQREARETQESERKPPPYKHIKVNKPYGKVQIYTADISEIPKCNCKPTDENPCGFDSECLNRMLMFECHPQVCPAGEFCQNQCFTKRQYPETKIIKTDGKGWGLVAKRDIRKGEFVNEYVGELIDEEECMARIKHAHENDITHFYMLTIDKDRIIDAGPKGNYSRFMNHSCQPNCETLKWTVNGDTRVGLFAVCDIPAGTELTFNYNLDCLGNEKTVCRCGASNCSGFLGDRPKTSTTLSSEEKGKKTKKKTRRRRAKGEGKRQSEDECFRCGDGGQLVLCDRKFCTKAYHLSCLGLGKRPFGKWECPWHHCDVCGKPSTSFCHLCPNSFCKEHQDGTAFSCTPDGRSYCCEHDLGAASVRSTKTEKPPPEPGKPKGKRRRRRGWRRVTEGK
# Keap1 Nrf2 FP = inhibitors of human Keap1-Nrf2 protein-protein interaction; Q14145; Keap1 Kelch-Nrf2 peptide fluorescence polarization, 1536-well; inhibition, % at 9.4 µM; hit rate 0.15% among 340,000; in the data active = inhibition above about 12%;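 note: human Keap1 Kelch domain with fluorescein labeled Nrf2 9mer peptide probe; 0% = neutral control wells and 100% = peptide positive control; higher means more block of Keap1 binding to Nrf2 peptide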
# RTF Ca sens act = increases calcium sensitivity of human cardiac regulated thin filaments | P19429+P45379 | IANBD-labeled TnC RTF fluorescence at EC20 calcium; 0% EC20 calcium, 100% full calcium | activation, % at 7.2 µM | hit rate 0.24% among 340,000;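 active = activation above the mean over all tested compounds plus 3 SD, cut at about 30% in these data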;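 note: rise in fluorescence read as greater calcium sensitivity of cardiac thin filaments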
# PvdQ inh = P. aeruginosa PvdQ acylase inhibition; purified PvdQ acylase, fluorescence plate reader; inhibition, % at 10 µM; hit rate 0.063% among 340,000; in the data active = inhibition above about 30%, passing the limit was not always enough;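 note: 0% = vehicle neutral wells and 100% = reference inhibitor wells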
# C-LANA FP = blocks KSHV LANA C-terminal domain binding to DNA | AID 504423 | MBP-C-LANA/FAM-LBS DNA binding, fluorescence polarization | inhibition, % at 9 µM | hit rate 0.078% among 340,000;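 active = highest replicate inhibition at or above 60% at 9 µM, even if other replicates fall short; inactive = all replicates below 60% inhibition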;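 note: 0% = neutral control wells and 100% = 4 µM acridine orange control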
# SUMO Mot1 rescue = blocks SUMOylation pathway, rescuing yeast Mot1-301 growth | S. cerevisiae Mot1-301 growth rescue, ATP luminescence, 38.5C; percent above DMSO median, 100 means doubled | growth rescue, % at 18.8 µM | hit rate 1% among 320,000 | AID 2716;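 active = every valid replicate shows activation above 250% relative to neutral control wells; inactive = the rest, any valid replicate at or below 250%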;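 note: OY570 slx delta 5 strain wells were the positive control but not used for scaling; some compounds called inactive have numbers as strong as hits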
# PfHsp90 set2 = growth inhibition of yeast expressing Plasmodium Hsp90. inhibition, % at 9.4 µM. S. cerevisiae expressing PfHsp90, BacTiter-Glo ATP, 48 h; yeast lacking PDR1 and PDR3 efflux regulators. AID 504621. hit rate 0.32% among 310,000;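 active = every replicate shows inhibition above about 80%, whatever the replicate mean, limit read from the data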;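 note: 0% = DMSO neutral controls and 100% = 20 µM radicicol positive controls; yeast relying on Plasmodium falciparum Hsp90 in place of its own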
# Cardiac RTF inh = cardiac RTF calcium desensitization; IANBD-labeled cardiac RTF, Ca2+ fluorescence; inhibition, % at 7.15 µM; hit rate 0.12% among 340,000;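 active = inhibition above the mean inhibition of all tested compounds plus 3 SD, cut at about 17% in these data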;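 note: assay run at fixed EC70 calcium of 1.6 mM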
# CDK5 p35 inh = CDK5/p35 (human) kinase inhibition; Q00535+Q15078; Recombinant CDK5/p35, ADP-Glo luminescence, 60 min; inhibition, % at 10 µM; hit rate 0.01% among 330,000; AID 488839;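 active = highest replicate inhibition of at least 50% and at least 75% of replicates reaching 50%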;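 note: plate controls were DMSO neutral control for no effect and GW8510 at 10 µM for full effect; many of its hits are not listed in these tables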
# Rtt109 Vps75 = inhibitors of Candida albicans Rtt109/Vps75 histone acetyltransferase; purified Rtt109/Vps75, ThioGlo CoA-SH fluorescence, 4 h; Q5AAJ8; hit rate 0.16% among 330,000; inhibition, % at 34.9 µM;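 active = inhibition of at least 50% in every replicate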
# * hit, by the source's call; . = not tested or not shown.
1	Cc1cccc(/C=N/NC(=O)NC2CCCCC2)c1
2	Cc1cc(C)n2nc(S(=O)(=O)NCCc3ccccc3)nc2n1
3	O=C(Cn1nnc2ccccc21)N/N=C\c1cccs1
4	COc1cc2[nH]c(=S)n(NC(=O)c3ccccc3)c(=O)c2cc1OC
5	COc1ccc(S(=O)(=O)Nc2ccc3c(c2)OCCO3)cc1Cl
6	CCOc1ccc(C(=O)CCC(=O)NC2=NCCS2)cc1

assay / entry	1	2	3	4	5	6
dFosB act	-2	0	-5	2	-1	-5
NSD2 inh	-3	.	-3	29	2	-3
Keap1 Nrf2 FP	-3	-6	1	-7	-4	-1
RTF Ca sens act	2	2	5	2	14	8
PvdQ inh	3	6	-8	8	-15	-5
C-LANA FP	1.3	0.7	-0.1	-0.5	0.0	3.2
SUMO Mot1 rescue	-2	-15	-1	.	-1	-3
PfHsp90 set2	4	6	-13	16	-8	8
Cardiac RTF inh	3	-12	4	2	0	-9
CDK5 p35 inh	.	1.7	0.6	2.3	2.8	-2.2
Rtt109 Vps75	10	6	-10	-8	-6	-7

# Record cards (already shown). Order of values: dFosB act | NSD2 inh | Keap1 Nrf2 FP | RTF Ca sens act | PvdQ inh | C-LANA FP | SUMO Mot1 rescue | PfHsp90 set2 | Cardiac RTF inh | CDK5 p35 inh | Rtt109 Vps75
# Cc1cccc(/C=N/NC(=O)NC2CCCCC2)c1 is listed with -2 | -3 | -3 | 2 | 3 | 1.3 | -2 | 4 | 3 | . | 10
# COc1cc2[nH]c(=S)n(NC(=O)c3ccccc3)c(=O)c2cc1OC is listed with 2 | 29 | -7 | 2 | 8 | -0.5 | . | 16 | 2 | 2.3 | -8
# O=C(Cn1nnc2ccccc21)N/N=C\c1cccs1 is listed with -5 | -3 | 1 | 5 | -8 | -0.1 | -1 | -13 | 4 | 0.6 | -10
# COc1ccc(S(=O)(=O)Nc2ccc3c(c2)OCCO3)cc1Cl is listed with -1 | 2 | -4 | 14 | -15 | 0.0 | -1 | -8 | 0 | 2.8 | -6

# Continuation:
7	Cc1ccc(Nc2nnc(SCC(=O)N(C)C3CCS(=O)(=O)C3)s2)cc1 (configuration not stated)
8	CCc1c(C#N)c(N)nc(SCC(=O)OCc2ccccc2)c1C#N
9	CCNS(=O)(=O)c1ccc(Br)c(C(=O)OC(C)C(=O)NCC2CCCCC2)c1 (configuration not stated)
10	O=C(NCCN=C1NS(=O)(=O)c2ccccc21)c1ccco1
11	CC(=O)C1=C(O)C(=O)N(Cc2ccco2)C1c1ccc(F)cc1 (configuration not stated)
12	Cn1c(=O)c2ncn(CC(=O)Nc3ccc4c5c(cccc35)CC4)c2n(C)c1=O

assay / entry	7	8	9	10	11	12
dFosB act	-2	-4	-10	-3	-1	-8
NSD2 inh	38	0	0	-2	-4	-2
Keap1 Nrf2 FP	4	-5	-2	0	-5	-9
RTF Ca sens act	7	-1	-3	7	-2	3
PvdQ inh	3	9	6	14	15	-10
C-LANA FP	-14	-0.3	0.7	0.4	1.7	-1.8
SUMO Mot1 rescue	6	49	2	15	10	-16
PfHsp90 set2	8	-2	8	22	-1	2
Cardiac RTF inh	-27	-1	-4	-6	-1	-10
CDK5 p35 inh	-0.8	-0.4	-1.9	-2.5	-0.9	-0.5
Rtt109 Vps75	11	-5	8	6	4	8

13	CCOC(=O)c1c(NC(=O)COc2ccccc2F)sc2c1CC(C)(C)NC2(C)C
14	CCCCn1c(N)c(N(Cc2ccccc2OC)C(=O)c2sccc2C)c(=O)[nH]c1=O
15	Cc1c(C(=O)OC/C(O)=C(\C#N)c2nc3ccccc3[nH]2)oc2ccccc12
16	CS(=O)(=O)c1ccc(Cl)c(NC(=O)C2CCCN(C(=O)c3ccc(Cl)cc3)C2)c1 (configuration not stated)
17	O=C(c1ccccc1)N1CCN(C(=O)C2CC2)CC1
18	O=C(O)CCCN1C(=O)/C(=C\c2ccc(-c3nc4ccccc4s3)o2)SC1=S

assay / entry	13	14	15	16	17	18
dFosB act	2	-9	45*	-4	1	-11
NSD2 inh	.	0	-1	-3	-3	14
Keap1 Nrf2 FP	-2	-2	-5	-2	1	-26
RTF Ca sens act	-3	7	2	-7	3	-16
PvdQ inh	-2	4	-10	-6	-3	0
C-LANA FP	-1.7	0.8	0.3	-0.6	0.2	3.4
SUMO Mot1 rescue	0	34	1	206	-8	-5
PfHsp90 set2	.	-3	24	.	14	-11
Cardiac RTF inh	2	-7	1	-2	-7	7
CDK5 p35 inh	0.4	0.3	2.8	0.8	0.4	-1.1
Rtt109 Vps75	0	50*	-13	6	4	7

19	COCC1CCCN(C(=O)c2ccc3oc(C(C)C)nc3c2)C1 (configuration not stated)
20	CCN(CC)S(=O)(=O)c1ccc(C(=O)Nc2cc3oc4ccccc4c3cc2OC)cc1
21	C/C(CC(=O)Nc1ccccc1C)=N\NC(=O)Cc1csc(N)n1
22	CN(C)c1ccnc(Oc2ccc(F)cc2)c1C#N
23	Cc1ccc(C)c(N2N=C(C(=O)N(CC(C)C)c3c(N)n(Cc4ccccc4)c(=O)[nH]c3=O)CCC2=O)c1
24	CN(c1ccc(F)cc1)S(=O)(=O)c1ccc(Cl)c(C(=O)Nc2ccc3c(c2)CCC3)c1

assay / entry	19	20	21	22	23	24
dFosB act	-3	-12	7	-4	-10	-1
NSD2 inh	-2	-1	.	-2	-1	-3
Keap1 Nrf2 FP	-3	-7	-4	-2	-6	-3
RTF Ca sens act	3	4	-5	3	0	-5
PvdQ inh	-18	6	-6	-14	-13	5
C-LANA FP	0.3	1.3	-0.4	0.1	2.2	0.2
SUMO Mot1 rescue	64	12	7	-9	-6	2
PfHsp90 set2	-14	16	-10	12	3	6
Cardiac RTF inh	-3	-2	-3	-5	-7	0
CDK5 p35 inh	-0.2	-0.2	0.9	-2.6	-3.6	0.6
Rtt109 Vps75	-25	1	-1	1	-3	-5

25	O=C(O)C12C3CCC(O3)C1(C(=O)O)C1CCC2O1 (configuration not stated)
26	CCOc1ccc2c(c1)C(=NNC(=O)c1ccccn1)c1cc(OCC)ccc1-2
27	COC(=O)C1=C(CN2CCCc3ccccc32)NC(=O)NC1c1ccc(F)cc1 (configuration not stated)
28	COc1cc(/C=C2\SC(=S)N(c3cccnc3)C2=O)ccc1O
29	COc1cc2c(cc1OC)CN(c1nc(CN3CCCCC3)nc3sc4c(c13)CCCC4)CC2
30	Cc1nc(SCC(=O)Nc2c(C)n(C)n(-c3ccccc3)c2=O)n[nH]1

assay / entry	25	26	27	28	29	30
dFosB act	-10	-5	-8	4	1	-3
NSD2 inh	-2	.	.	3	3	0
Keap1 Nrf2 FP	-5	2	-7	1	-3	0
RTF Ca sens act	-1	-3	4	-14	3	-1
PvdQ inh	-18	-14	4	-1	-19	-1
C-LANA FP	-1.7	0.5	1.5	-2.7	1.6	1.7
SUMO Mot1 rescue	.	.	39	3	10	-20
PfHsp90 set2	7	24	44	-18	-6	-10
Cardiac RTF inh	-8	-1	-10	19*	-7	5
CDK5 p35 inh	-2.2	0.8	-1.0	-0.2	0.3	0.1
Rtt109 Vps75	-6	-9	-4	0	-31	-2

31	COc1ccc(-c2csc(NC(=O)CSc3nnnn3C)n2)cc1OC
32	CCOc1ccc(-c2cc(CCCC(=O)NCCc3ccc(OC)c(OC)c3OC)no2)cc1
33	O=C(Nc1cnc2ccccc2c1)N1CCCCC1
34	CCCCNC(=O)C1CCN(Cc2ccc(OCc3ccccc3)cc2)CC1
35	CC(=O)OC1c2ccccc2C(=O)N1Cc1ccccc1 (configuration not stated)
36	O=c1[nH]cc(C(F)(F)F)cc1NS(=O)(=O)c1ccc([N+](=O)[O-])cc1

assay / entry	31	32	33	34	35	36
dFosB act	-6	-6	3	-6	-1	-11
NSD2 inh	.	0	0	-1	.	-3
Keap1 Nrf2 FP	2	-6	1	-3	-3	0
RTF Ca sens act	-3	-4	2	2	-1	1
PvdQ inh	-7	-8	2	-1	2	0
C-LANA FP	-0.7	-1.1	-0.4	1.0	-0.4	0.4
SUMO Mot1 rescue	4	28	6	252	17	-17
PfHsp90 set2	-1	26	10	1	11	.
Cardiac RTF inh	-4	2	5	-18	-3	-2
CDK5 p35 inh	-0.4	-0.1	2.5	-0.6	1.4	0.4
Rtt109 Vps75	-1	2	2	-2	-3	16

37	Nc1c(Cl)cc(-c2csc(N3CCCC3c3nc4cc(Cl)c(N5CCCCC5)cc4n3CCOCCO)n2)cc1Cl (configuration not stated)
38	Cc1ccc(-c2nc(CS(=O)(=O)CC(=O)NC3CCCCC3C)c(C)o2)cc1 (configuration not stated)
39	Nc1ccc(Sc2nc3ccccc3[nH]2)cc1
40	CCCc1cc(=O)n2[nH]c(SCc3ccc(Cl)cc3)nc2n1
41	Cc1ccc([N+](=O)[O-])c(C)[n+]1C
42	N#Cc1ccsc1NC(=O)c1ccc(Cl)c([N+](=O)[O-])c1

assay / entry	37	38	39	40	41	42
dFosB act	0	9	-4	-4	-1	11
NSD2 inh	.	.	-4	-1	1	-2
Keap1 Nrf2 FP	-8	1	-1	-5	4	-4
RTF Ca sens act	2	3	1	9	-7	1
PvdQ inh	-6	-19	1	-1	9	-5
C-LANA FP	2.2	0.0	-0.8	-1.0	-1.0	-1.0
SUMO Mot1 rescue	-36	699*	326	-5	-8	-14
PfHsp90 set2	30	22	0	-18	12	17
Cardiac RTF inh	0	-9	-10	-5	3	-4
CDK5 p35 inh	-1.2	-0.4	1.3	1.5	-0.5	0.2
Rtt109 Vps75	7	-5	3	4	.	-3

43	N#Cc1ccccc1OCC(=O)NCC(c1cccs1)N1CCOCC1 (configuration not stated)
44	O=C(NC1CCCc2c1cnn2-c1ccc(F)cc1F)c1ccccc1N1CCOCC1 (configuration not stated)
45	Cc1nn(C)cc1/C=N\NC(=O)c1ccc(Cn2cc(Cl)cn2)cc1
46	COc1ccccc1NCC(=O)NC(=O)NC1CCCCC1
47	O=[N+]([O-])c1ccc(OCCCn2cncn2)cc1
48	CCC(C)c1ccccc1N1CC(C(=O)N2CCN(c3ccccc3)CC2)CC1=O (configuration not stated)
49	CCN(C(=O)COC(=O)C1CCN(S(=O)(=O)c2ccc3c(c2)OCCO3)CC1)C1CCS(=O)(=O)C1 (configuration not stated)
50	CSCC[C@H](NC(=O)C1=NN(c2c(F)c(F)cc(F)c2F)C(=O)CC1)c1nc2ccccc2[nH]1
51	Cc1ccc(Cl)cc1NC(=O)C1CC1c1ccccc1 (configuration not stated)

assay / entry	43	44	45	46	47	48	49	50	51
dFosB act	-1	-4	-14	-3	0	-7	-1	-10	7
NSD2 inh	0	0	2	-2	-4	1	-1	5	-5
Keap1 Nrf2 FP	2	9	3	-6	3	-2	1	-1	0
RTF Ca sens act	0	8	-4	18	-9	-6	-1	4	1
PvdQ inh	1	2	-6	-6	7	-12	-8	-3	-9
C-LANA FP	6.7	-0.8	-0.7	2.5	-2.5	1.7	-0.6	-2.5	4.7
SUMO Mot1 rescue	-11	-24	-4	20	16	.	174	1	14
PfHsp90 set2	-22	-29	-31	-14	9	-33	21	3	-3
Cardiac RTF inh	-2	1	-17	-1	-6	0	-3	2	-12
CDK5 p35 inh	0.5	-0.4	1.2	1.4	0.9	-1.1	-0.8	-0.4	0.2
Rtt109 Vps75	8	5	-12	8	-2	7	-8	-7	-5
